Bioassay records (PubChem)
GSK3A inh – inhibitors of human GSK-3 alpha kinase; P49840; ADP-Glo luminescence, 60 min; inhibition, % at 10 µM; 0.1% of 320,000 active;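 in the data active = inhibition above about 50%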;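 also: GST-tagged GSK-3 alpha with peptide substrate and 25 µM ATP; 0% = DMSO neutral wells and 100% = GW8510 positive control wells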
KCNK3 inh – human KCNK3 channel inhibition, primary screen. O14649. CHO-KCNK3 thallium flux, FluxOR fluorescence; hits give low values. B-score at 10 µM. 0.84% of 340,000 active;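 active = B-score under library mean minus 4 SD, starting fluorescence ratio at most library mean plus 5 SD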;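 also: more negative B-score means stronger inhibition of thallium flux through KCNK3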
Target sequence (O14649 whole entry, looked up): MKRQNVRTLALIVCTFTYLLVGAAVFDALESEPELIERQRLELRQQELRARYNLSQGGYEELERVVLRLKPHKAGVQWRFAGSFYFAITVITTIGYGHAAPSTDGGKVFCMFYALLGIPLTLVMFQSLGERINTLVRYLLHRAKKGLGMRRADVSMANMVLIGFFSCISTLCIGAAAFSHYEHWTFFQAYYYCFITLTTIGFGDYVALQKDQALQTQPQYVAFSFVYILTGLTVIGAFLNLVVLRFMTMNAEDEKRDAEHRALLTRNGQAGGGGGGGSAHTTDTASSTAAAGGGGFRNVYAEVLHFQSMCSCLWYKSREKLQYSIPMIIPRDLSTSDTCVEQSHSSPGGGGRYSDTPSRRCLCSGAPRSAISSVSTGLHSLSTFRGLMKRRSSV
DYRK1A inh – blocks rat Dyrk1A kinase activity; ADP-Glo luminescence, NFATc1 peptide; inhibition, % at 12.5 µM; 0.43% of 310,000 active; AID 504441; in the data active = inhibition above about 50%;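 also: plate controls were vehicle with enzyme for no effect and no enzyme for full effect; many of its hits are not listed in these tables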
An asterisk follows results filed as active; i = inactive; · = no result given.

mol	GSK3A inh	KCNK3 inh	DYRK1A inh
COc1ccccc1OC(=O)Oc1ccccc1OC	·	i	1
CC(=O)OCC(=O)C1(O)CCC2C3CCC4=CC(=O)C=CC4(C)C3(F)C(O)CC21C (configuration not stated)	·	i	2
O=C1c2ccccc2C(=O)c2c(O)c(O)cc(O)c21	·	i	24
CCC(Cc1c(I)cc(I)c(N)c1I)C(=O)O (configuration not stated)	-4	i	22
CC[C@]12CCCN3CCc4c(n(c5ccccc45)[C@@](O)(C(=O)OC)C1)[C@@H]32	-1	i	12
Oc1cc2c(cc1O)C1c3ccc(O)c(O)c3OCC1(O)C2 (configuration not stated)	2	i	24
CC1CCc2c(N3CCC(O)CC3)c(F)cc3c(=O)c(C(=O)O)cn1c23 (configuration not stated)	1	i	10
CCOC(=O)Nc1ccc(NCc2ccc(F)cc2)nc1N	-3	i	3
Nc1cc(=O)[nH]c(N)n1	-2	i	4
C[C@H]1c2cccc(O)c2C(O)=C2C(=O)C3(O)C(O)=C(C(N)=O)C(=O)[C@@H](N(C)C)[C@@H]3[C@@H](O)[C@@H]21 (some centres not stated)	-1	i	5
O=C1c2c(O)cccc2C(C2OC(CO)[C@@H](O)[C@H](O)[C@H]2O)c2cc(CO)cc(O)c21 (some centres not stated)	-3	i	-1
CN1CCN(CCCN2c3ccccc3Sc3ccc(S(=O)(=O)N(C)C)cc32)CC1	0	i	2
O=c1c(O[C@@H]2O[C@H](CO)C(O)C2O)c(-c2ccc(O)c(O)c2)oc2cc(O)cc(O)c12 (some centres not stated)	18	i	64*

As entered above:
Entry of O=C1c2ccccc2C(=O)c2c(O)c(O)cc(O)c21 in DYRK1A inh: 24
Entry of COc1ccccc1OC(=O)Oc1ccccc1OC in DYRK1A inh: 1

Molecules above containing a COOH group:
mol	GSK3A inh	KCNK3 inh	DYRK1A inh
CCC(Cc1c(I)cc(I)c(N)c1I)C(=O)O (configuration not stated)	-4	i	22
CC1CCc2c(N3CCC(O)CC3)c(F)cc3c(=O)c(C(=O)O)cn1c23 (configuration not stated)	1	i	10

3 entries out of the list, ordered by molecular weight, highest first.
mol	GSK3A inh	KCNK3 inh	DYRK1A inh
O=C1c2c(O)cccc2C(C2OC(CO)[C@@H](O)[C@H](O)[C@H]2O)c2cc(CO)cc(O)c21 (some centres not stated)	-3	i	-1
Oc1cc2c(cc1O)C1c3ccc(O)c(O)c3OCC1(O)C2 (configuration not stated)	2	i	24
Nc1cc(=O)[nH]c(N)n1	-2	i	4

This is a subset; count on the stated rates, not on these rows.
